Fam108B inh: Fam108B inhibition, counter-screen for RBBP9 inhibitors. recombinant Fam108B, FP-Rh probe fluorescence polarization. inhibition, % at 9.51 µM. 300,000 tested, 0.33% active;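 active = inhibition above the screen mean inhibition plus 3 SD, computed separately per campaign, cut at about 18% in these data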;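 also: inhibitors lower polarization as less probe binds the enzyme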
PAFAH1B2 FP inh: blocks human PAF acetylhydrolase 1b catalytic subunit 2; inhibition, % at 3.39 µM; AID 492953; 340,000 tested, 1.2% active; P68402; recombinant PAFAH1B2, FP-rhodamine activity probe, fluorescence polarization;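 active = inhibition above the mean of all tested compounds plus 3 SD, cut at about 24% in these data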;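 also: 0% = enzyme with DMSO and 100% = wells lacking PAFAH1B2; many of its hits are not listed in these tables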
PAFAH1B3 inh: blocks human PAF acetylhydrolase 1B catalytic subunit 3. recombinant PAFAH1B3, FP-rhodamine probe, fluorescence polarization. inhibition, % at 3.39 µM. 340,000 tested, 0.28% active. AID 492972;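 active = inhibition above the screen-wide average of all tested compounds plus 3 SD, cut at about 25% in these data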;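 also: 0% = enzyme with DMSO only and 100% = wells lacking PAFAH1B3 protein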
Target sequence (Q15102 whole entry, looked up): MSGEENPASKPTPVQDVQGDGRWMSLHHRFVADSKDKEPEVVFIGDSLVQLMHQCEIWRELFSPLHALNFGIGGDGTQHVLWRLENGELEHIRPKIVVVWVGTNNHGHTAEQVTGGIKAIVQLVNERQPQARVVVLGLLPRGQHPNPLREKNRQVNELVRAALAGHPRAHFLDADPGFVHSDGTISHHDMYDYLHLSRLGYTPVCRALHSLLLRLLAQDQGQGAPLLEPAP
PAD4 FP inh: blocks human protein arginine deiminase 4; Q9UM07; recombinant PAD4, RCA probe fluorescence polarization; inhibition, % at 6.36 µM; 330,000 tested, 0.41% active; AID 485272;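 active = percent inhibition above a cutoff equal to the mean of all tested compounds plus 3 SD, cut at about 15% in these data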;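 also: 0% = PAD4 with RCA probe and DMSO and 100% = probe without PAD4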
PME-1 inh: PME-1 (human) inhibition; Q9Y570; recombinant PME-1, FP-Rh probe fluorescence polarization; inhibition, % at 5.9 µM; 320,000 tested, 0.53% active;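 active = inhibition above the campaign mean of all compounds plus 3 SD, cut at about 26% in these data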;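 also: competitive labeling of PME-1 active site by serine hydrolase directed probe; 0% = PME-1 with DMSO and 100% = wells lacking PME-1 enzyme; inhibitors block probe labeling so polarization falls and inhibition rises; many of its hits are not listed in these tables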
Target sequence (Q9Y570 whole entry, looked up): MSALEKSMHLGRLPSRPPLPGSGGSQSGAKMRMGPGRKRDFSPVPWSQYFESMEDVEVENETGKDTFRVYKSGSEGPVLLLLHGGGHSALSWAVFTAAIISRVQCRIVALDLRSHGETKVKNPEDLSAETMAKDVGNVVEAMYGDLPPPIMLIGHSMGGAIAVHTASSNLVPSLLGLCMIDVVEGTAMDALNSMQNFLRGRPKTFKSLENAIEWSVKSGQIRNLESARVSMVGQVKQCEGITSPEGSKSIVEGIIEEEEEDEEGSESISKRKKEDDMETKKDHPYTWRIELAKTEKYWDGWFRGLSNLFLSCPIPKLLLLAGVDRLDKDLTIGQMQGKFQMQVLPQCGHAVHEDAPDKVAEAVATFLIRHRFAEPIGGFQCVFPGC
LYPLA1 inh: counter-screen for PME1 inhibitors: inhibitors of human LYPLA1; 320,000 tested, 0.16% active; recombinant LYPLA1, FP-Rh probe fluorescence polarization; O75608; inhibition, % at 5.9 µM;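 active = inhibition above the mean of all tested compounds plus 3 SD, set per campaign, cut at about 14% in these data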;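 also: inhibitors block serine hydrolase probe labeling of LYPLA1 so polarization falls; 0% = enzyme with DMSO and 100% = wells lacking LYPLA1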
PAFAH2 inh: PAFAH2 (human) inhibition | recombinant PAFAH2, FP-rhodamine activity probe, fluorescence polarization | inhibition, % at 3.39 µM | 340,000 tested, 0.99% active | AID 492956;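 active = inhibition above the mean over all tested compounds plus 3 SD, cut at about 30% in these data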;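 also: inhibitors block probe labeling of enzyme so polarization drops; 0% = enzyme with DMSO and 100% = wells lacking PAFAH2 protein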
pPAFAH FP inh: pPAFAH (human) enzyme inhibition; recombinant pPAFAH, FP-rhodamine probe fluorescence polarization; inhibition, % at 3.39 µM; 330,000 tested, 1.5% active; AID 463082;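 active = inhibition above the mean inhibition across the screen plus 3 SD, cut at about 25% in these data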;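 also: inhibitors block binding of the rhodamine activity-based probe so polarization drops; 0% = enzyme with DMSO and 100% = wells lacking pPAFAH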
GSTO1 counter: blocks human GSTO1 in RBBP9 counter-screen | P78417 | 300,000 tested, 1.1% active | recombinant GSTO1, activity-based probe fluorescence polarization | inhibition, % at 5.96 µM | AID 1974;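 active = inhibition above the campaign mean inhibition plus 3 SD, cut at about 35% in these data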;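 also: 0% = GSTO1-1 with DMSO and 100% = wells lacking GSTO1-1 enzyme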
Target sequence (P78417 whole entry, looked up): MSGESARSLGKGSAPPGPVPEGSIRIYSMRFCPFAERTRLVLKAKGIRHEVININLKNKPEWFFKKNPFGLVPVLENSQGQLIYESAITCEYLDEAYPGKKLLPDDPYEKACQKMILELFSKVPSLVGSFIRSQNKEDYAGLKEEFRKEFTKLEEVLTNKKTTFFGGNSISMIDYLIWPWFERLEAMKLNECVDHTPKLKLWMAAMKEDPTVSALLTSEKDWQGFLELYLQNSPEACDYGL
Numbers without * were called inactive; · = no result given.

canonical_smiles	PAFAH1B2 FP inh	PAD4 FP inh	PAFAH1B3 inh	GSTO1 counter	PME-1 inh	LYPLA1 inh	PAFAH2 inh	pPAFAH FP inh	Fam108B inh
COCC(=O)Nc1ccc(S(=O)(=O)Nc2ccccn2)cc1	6	-2	4	-1	-2	-3	1	4	-2
O=C(Nc1ccncc1)c1cccc(S(=O)(=O)N2CCc3ccccc32)c1	-6	-4	5	-7	-26	-17	-10	-10	-10
CCc1nc(SCC(=O)N2CCN(c3ccccc3)CC2)c2oc3ccccc3c2n1	3	2	-7	1	-12	-3	1	9	-2
COCCCNC(=O)/C(C#N)=C1\N=C(NC(=O)c2cccs2)c2ccccc21	2	-10	-1	-6	-21	-6	-1	-4	-7
O=C(CN1C(=O)NC2(CCCCC2)C1=O)Nc1ccc(Cl)c(S(=O)(=O)N2CCOCC2)c1	1	-5	5	·	-1	1	0	1	·
O=C1NC(=S)N/C1=C/c1cccc([N+](=O)[O-])c1	1	0	6	1	1	-1	1	19	-3
CCc1cc2c(CN3CCN(CC)CC3)cc(=O)oc2cc1O	2	2	4	-1	-3	-3	3	4	-2
Cc1ccc(/C=N/N2CCCCC2)o1	-6	-2	4	4	-4	-4	-7	2	-1
O/N=C1\CCc2cc(Cl)ccc21	12	-4	-2	-3	6	3	-4	0	-2
CC(C)CCn1c(=O)c2ccccc2c2ccccc2c1=O	7	-2	0	-1	9	0	7	0	1
COc1ccccc1NC(=O)Cc1nnc(SCC(=O)NC2CCCC2)n1C	0	-6	-2	2	2	0	-6	-1	1
Cc1ccc2c(c1C)NC(=O)C2(O)CC(=O)c1ccc2c(c1)OCO2 (centres undefined)	1	2	6	1	-4	-1	10	5	-2
COc1ccc(OC)c(C2CC(=O)c3c([nH]c(C(=O)OC(C)C)c3C)C2)c1 (centres undefined)	0	-2	4	3	-7	0	1	5	-3
CC1(C)CN(c2ccccc2)N(Cc2ccc(F)cc2)C1=O	5	2	7	1	1	-2	0	5	2
Fc1ccc(/C=N/N2CCN(Cc3ccccc3)CC2)cc1	5	-4	7	-1	-1	2	0	4	-1
CC1CC(C)CN(C/C=C/c2ccccc2[N+](=O)[O-])C1 (centres undefined)	·	1	·	2	2	-1	·	-1	3
CC(C)NC(=O)COC(=O)/C=C/c1ccc(F)cc1	-3	-7	5	-1	-2	1	36*	1	-1
S=C(Nc1ccc(Br)cc1Cl)N1CCN(c2ccccn2)CC1	5	2	1	6	-5	-3	0	7	1
O=C(Nc1ccc2c(c1)OCO2)C1CC(=O)N(c2ccc(F)cc2)C1 (centres undefined)	3	0	3	6	1	-1	0	7	2
CCOC(=O)c1c(-c2cccs2)csc1NC(=O)CC(C)C	-2	0	0	-2	-1	-5	1	10	-3
CC(C)(C)NC(=O)CN(Cc1cccs1)C(=O)CNS(=O)(=O)c1ccccc1	4	0	7	0	-4	7	13	4	8
COc1c(C)cc(Br)cc1C(=O)NCc1cccnc1	-3	1	-1	-2	-2	0	-7	3	1
CS(=O)(=O)N1CCN(c2ccccc2NC(=O)c2ccc([N+](=O)[O-])o2)CC1	6	-16	-3	6	9	3	-6	4	1
Cc1cc2oc(C(=O)Nc3cccnc3)c(C)c2cc1C	0	0	-2	-2	0	-2	1	4	-2
CCC(C)NCC(=O)Nc1ccc(S(N)(=O)=O)cc1 (centres undefined)	·	-4	·	3	1	1	·	0	-4
Cc1nnc(SCC(=O)NC(=O)NC(C)C)s1	7	-1	3	9	2	-1	-2	2	-3
O=C1CN(C(=O)c2ccccc2F)C(c2ccccc2)c2cc(F)ccc2N1 (centres undefined)	6	1	8	3	30*	2	0	4	1
Cc1ccc(S(=O)(=O)NC(N)=NCCc2ccc(Cl)cc2)cc1C	1	6	11	7	11	2	-3	3	-1
CC(=O)Nc1ccc(NC(=O)C/C(C)=N/NC(N)=S)cc1	4	-2	5	10	0	1	7	-4	2
Cc1ccc(C)n1C1CCS(=O)(=O)C1 (centres undefined)	6	4	-2	2	2	-3	2	-6	2
CCn1c(O)c(/C=N/N=C2CCCC2)c2ccc(C3=NNC(=O)CC3)cc21	3	-3	5	-7	4	-1	-2	6	-2
O=C(NCc1ccc(F)cc1)c1cc(C(=O)C2CC2)c[nH]1	1	4	6	1	3	-5	-11	5	0
CCCCn1c(=O)[nH]c(=O)c2c1nc(CN1C(=O)c3ccccc3S1(=O)=O)n2CCC	5	1	-5	-1	4	3	1	0	6
Cc1c(NCc2cccnc2)cccc1C(=O)O	-1	-1	9	1	0	2	-5	2	2
Nc1ccnn1Cc1ccc(Br)s1	4	3	6	0	1	-2	1	2	2
COc1ccccc1-n1cnc2cc(NCc3ccccn3)ccc21	3	-6	4	4	-3	1	4	4	3
C=CCn1c(SCC2=C(C(=O)OCC)C(C)NC(=O)N2)nnc1C1CCCCC1 (centres undefined)	5	0	-5	2	0	4	-7	0	5
COc1ccccc1CNCCS(=O)(=O)NN1CCOCC1	0	-4	3	·	·	·	1	-4	·
NNC(=O)c1cc2sccc2s1	-2	-4	9	3	-7	-4	3	-6	-7
O=C(CSc1ccc2ccccc2c1)Nn1cnnc1	10	0	6	1	0	2	1	-2	10
COc1ccc2c(c1)c(C(=O)N/N=C/c1ccc(Br)cc1)c(C)n2C	1	3	8	4	0	0	-4	5	0
CCc1ccccc1NNC(=O)c1cc(C)on1	8	-2	11	5	-11	-1	2	-5	-6
CC(=O)N1CCOc2ccc(S(=O)(=O)NCC3CCC(C(=O)Nc4ncccc4C)CC3)cc21 (centres undefined)	2	4	7	2	2	-1	3	6	0
CCCC(C)C(=O)Nc1ccc(S(=O)(=O)Nc2nccc(C)n2)cc1 (centres undefined)	·	-3	·	7	-2	2	·	-4	0
COc1ccc(N2C(=O)N(Cc3ccc(C)cc3)c3ccccc3S2(=O)=O)cc1	-4	0	-1	-1	-5	-1	2	12	-1
COc1cccc(OCC(=O)O)c1	2	0	2	11	3	1	1	3	1
CC(C)[C@H](NC(=O)OCc1ccccc1)C(=O)OCC(=O)Nc1c(F)cccc1F	0	8	11	-4	0	1	4	-2	0
COCCn1c(=O)[nH]c(=O)c2c(C(F)(F)F)cc(-c3cccs3)nc21	-1	2	12	-3	-3	2	-3	-4	1
O=S(=O)(Nc1ccc(C(F)(F)F)cc1)c1cccs1	7	-2	5	4	-2	2	10	-2	1
O=C(CCCOc1ccccc1)NN1C(=O)NC2(CCCCC2)C1=O	4	1	1	0	3	1	0	6	1

The list continues:
canonical_smiles	PAFAH1B2 FP inh	PAD4 FP inh	PAFAH1B3 inh	GSTO1 counter	PME-1 inh	LYPLA1 inh	PAFAH2 inh	pPAFAH FP inh	Fam108B inh
COc1cc(NC(=O)Cn2cnc3c(OCc4ccccc4)ncnc32)cc(OC)c1OC	5	1	3	·	·	·	2	-1	·
CCC(=O)NC(Cc1ccccc1)c1ccc2c(c1)OCCCO2 (centres undefined)	4	-2	2	-3	1	1	8	3	2
Cc1nc2sc(C(=O)Nc3ccccc3Cc3ccccc3)c(C)c2c(=O)[nH]1	0	1	5	0	-1	-3	-1	5	-2
CC(=O)c1sc(N/N=C\c2cccc(Br)c2)nc1C	2	-2	8	2	23	7	5	17	4
OCC[C@@H]1C[C@@H](O)[C@H](O)[C@@]2(CCc3ccccc3CO2)O1	4	-1	9	8	2	1	-2	1	1
CC(Cc1ccc(Cl)cc1)N1CCC(n2nccc2NC(=O)C2CCCC2)CC1 (centres undefined)	5	3	14	2	2	4	-4	4	3
Cc1c(Cl)cccc1NC(=O)CNC(=O)c1ccco1	1	-1	1	4	-2	-2	9	-2	-2
Cc1ccc(CNC(=O)c2cnc3ccccc3n2)cc1	5	-7	1	-1	-10	-4	7	6	-3
Cc1ccc(S(=O)(=O)N2CCn3cccc3C2C)cc1 (centres undefined)	6	2	12	·	-3	-3	4	-1	·
O=C(COc1ccccc1)NCC1COc2ccccc2O1 (centres undefined)	4	-1	4	5	-2	0	-7	-1	0
Cc1ccc2[nH]c(C(=O)N/N=C/c3ccccc3O)c(C)c2c1	10	-5	21	2	11	-4	5	15	8
Cc1nn(CC(=O)Nc2ccccn2)c(C)c1Br	3	3	10	0	-4	-4	-6	2	0
COc1cc(C2C(C(=O)c3ccc(C)o3)=C(O)C(=O)N2c2cc(C)on2)ccc1OCc1ccccc1 (centres undefined)	2	-3	1	2	-5	-1	11	0	-3
Cc1cc(C)c(S(=O)(=O)N2CCCOC2CNC(=O)C(=O)NCc2ccncc2)c(C)c1 (centres undefined)	5	1	-2	1	16	-2	6	-9	-7
COCc1cc(C)nc(SCC(=O)Nc2cccc(C)c2C)c1C#N	2	0	6	9	5	0	-6	1	2
Cn1ccnc1SCC(=O)Nc1ccc2c(c1)OCO2	8	-1	-5	7	-5	-1	4	8	1
CN(C)c1ccc(N=Nc2nc3ccccc3n2C)cc1	-12	-20	-24	-8	-19	-20	-24	-1	-15
CC(C)CCCN1CCN=C1Nc1ccccc1	5	-3	4	9	-1	0	-8	-2	-3
O=C(N/N=C/c1ccccn1)c1ccccc1	3	3	8	3	0	-2	-6	7	0
O=C(OCc1ccccc1)c1cccnc1Cl	1	-2	4	4	2	-3	3	3	-1

Screening data (PubChem)

An excerpt (hit frequency here may not be typical).
